ASK1 primary = human ASK1 kinase inhibition, primary screen; AlphaScreen MKK6 phosphorylation by ASK1, luminescence; inhibition, % at 7.44 µM; 0.99% of 22,000 active; in the data active means inhibition above about 35%;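 further: 0% = median of compound wells and 100% = no enzyme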
Target sequence (Q99683 whole entry, looked up): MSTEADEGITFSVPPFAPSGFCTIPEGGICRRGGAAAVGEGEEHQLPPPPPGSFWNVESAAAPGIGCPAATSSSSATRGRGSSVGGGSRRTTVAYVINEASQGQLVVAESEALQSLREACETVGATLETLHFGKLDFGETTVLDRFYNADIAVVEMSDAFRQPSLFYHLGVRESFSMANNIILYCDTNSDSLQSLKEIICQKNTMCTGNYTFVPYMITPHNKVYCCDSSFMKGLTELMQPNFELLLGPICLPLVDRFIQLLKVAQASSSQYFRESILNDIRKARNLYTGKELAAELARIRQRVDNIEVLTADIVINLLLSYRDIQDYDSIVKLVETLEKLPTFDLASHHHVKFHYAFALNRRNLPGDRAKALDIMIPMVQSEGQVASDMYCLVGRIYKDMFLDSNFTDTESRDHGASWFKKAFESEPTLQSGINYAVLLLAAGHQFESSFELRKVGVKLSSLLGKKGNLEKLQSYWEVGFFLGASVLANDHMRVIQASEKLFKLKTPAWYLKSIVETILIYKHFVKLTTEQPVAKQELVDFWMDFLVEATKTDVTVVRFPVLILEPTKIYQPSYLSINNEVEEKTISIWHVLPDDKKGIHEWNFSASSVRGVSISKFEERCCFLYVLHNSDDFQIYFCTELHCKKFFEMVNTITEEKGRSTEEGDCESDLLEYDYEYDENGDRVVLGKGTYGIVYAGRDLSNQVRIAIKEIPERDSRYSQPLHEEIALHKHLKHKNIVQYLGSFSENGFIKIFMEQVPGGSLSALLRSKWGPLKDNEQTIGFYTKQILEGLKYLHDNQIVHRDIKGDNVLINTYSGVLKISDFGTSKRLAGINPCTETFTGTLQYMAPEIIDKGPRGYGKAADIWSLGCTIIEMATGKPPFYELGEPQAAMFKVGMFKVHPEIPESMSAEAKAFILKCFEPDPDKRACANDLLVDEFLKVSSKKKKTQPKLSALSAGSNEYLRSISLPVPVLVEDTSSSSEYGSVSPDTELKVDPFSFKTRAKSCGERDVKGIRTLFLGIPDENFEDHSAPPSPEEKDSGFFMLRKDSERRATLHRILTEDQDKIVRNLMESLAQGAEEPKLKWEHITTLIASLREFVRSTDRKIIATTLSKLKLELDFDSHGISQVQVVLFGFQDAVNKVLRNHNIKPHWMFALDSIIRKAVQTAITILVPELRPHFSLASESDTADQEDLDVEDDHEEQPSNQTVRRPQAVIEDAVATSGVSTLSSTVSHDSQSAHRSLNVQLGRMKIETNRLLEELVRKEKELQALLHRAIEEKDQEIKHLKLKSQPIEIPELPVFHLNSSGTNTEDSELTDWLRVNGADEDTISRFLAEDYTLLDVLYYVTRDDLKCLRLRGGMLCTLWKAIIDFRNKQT
ULK1 primary = inhibitors of human ULK1 kinase; AlphaScreen Atg13 phosphorylation by ULK1, luminescence; 1.9% of 30,000 active; O75385; inhibition, % at 5.96 µM; in the data active means inhibition above about 43%;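 further: 0% = median of compound wells and 100% = no enzyme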
Numbers without * were called inactive; nt = no result given.

Compound | ASK1 primary | ULK1 primary
CCN(CC)c1nc(NCc2nc3ccccc3[nH]2)nc(Nc2nccc3ccccc23)n1 | 1 | -10
C[C@H]1C[C@H]2[C@@H]3CCC4=CC(=O)C=C[C@]4(C)[C@@]3(Cl)[C@@H](O)C[C@]2(C)[C@@]1(O)C(=O)CO | nt | 4
Nc1nccc(-c2ccc3nc(C4COc5ccccc5O4)cnc3c2)n1 (stereo unspecified) | 4 | 14
FC(F)(F)c1ccc(Cn2cnc3c(Nc4ccccc4)nc(N4CCN(Cc5ccc6c(c5)OCO6)CC4)nc32)cc1 | 29 | -18
CN(C)c1cccc(Nc2nc3ncnc(NCCc4ccc(O)cc4)c3[nH]2)c1 | -7 | 10
COc1cc(Nc2nc(N)c3ncn(-c4ccsc4)c3n2)cc(OC)c1OC | -8 | 10
O=C(NC(=S)NNC(=O)c1ccccc1O)c1cccc([N+](=O)[O-])c1 | nt | 2
COc1cc(Nc2cc(C)nc(Nc3ccccc3)n2)cc(OC)c1OC | 15 | -11
O=C(NCC(O)c1ccc(Cl)cc1)c1cc(-c2cc3cn[nH]c3cc2F)cc2c1OCC2 (stereo unspecified) | 9 | -2
CC(C)Sc1ccc(C(=O)Nc2nc3c(s2)CN(C)CC3)cc1 | nt | -2
COc1ccc(C(=O)CSc2nnc3n2CCN3c2ccccc2)cc1 | nt | 3
O=C(Nc1ccncc1)OC1CCN(C(=O)C(O)c2ccc(Br)cc2)CC1 (stereo unspecified) | -5 | -8
COc1ccc(CCNc2nc(Nc3cnccn3)nc3c2ncn3C2CCCCC2)cc1 | -1 | 15
COc1cc(OC)nc(Oc2cccc(C)c2C=O)n1 | nt | 17
COc1cc(CNC(=O)CCCC/C=C/C(C)C)ccc1O | nt | -19
CNC(=O)c1cccc(NCC(=O)NCCc2ccc(OC)c(OC)c2)c1 | nt | 14
FC(F)(F)c1ccc(Cn2cnc3c(NCc4cccnc4)nc(N4CCN(c5ccccn5)CC4)nc32)cc1 | 3 | -15
Nc1nc(Nc2ccc(Oc3ccccc3)cc2)cc(Nc2ncccn2)n1 | -7 | -1
CCCNC(=O)c1cc(NCc2ccc3c(c2)OCO3)nc2ccccc12 | -12 | -10
CCN(CC)S(=O)(=O)c1c(C)nn(S(=O)(=O)c2ccc(Cl)cc2)c1C | nt | -4
Cc1noc(C)c1-c1ccc(C(=O)NC2CC2)s1 | 4 | -8
O=C1CCCN1CCCNc1nc(NC2CCN(Cc3ccccc3)CC2)c2ncn(-c3ccsc3)c2n1 | 0 | 9
O=C(Nc1cccc(-c2ccncc2)c1)C1COc2cc3ccccc3cc2O1 (stereo unspecified) | -5 | -27
COc1cc(Nc2ncnc3c2nc(-c2ccc(C(N)=O)cc2)n3C(C)C)cc(OC)c1OC | -5 | -6
O=C(NCCN1CCCCC1)c1cccc(CN(C(=O)c2nc3ccc(-c4cn[nH]c4)cc3s2)C2CC2)c1 | -2 | 9
c1ccc(-n2cnc3c(NCc4cccnc4)nc(-c4ccc(N5CCOCC5)nc4)nc32)cc1 | -12 | 10
CCC(C)(CN(C)C)OC(=O)c1ccccc1 (stereo unspecified) | nt | 10
Cc1cc(Nc2ccc(N3CCOCC3)cc2)nc(Nc2ncccn2)n1 | 12 | 13
O=C(Nc1ccc(N2CCOCC2)cc1)c1ccnc(Nc2ccncn2)c1 | 2 | 31
COc1ccc(CCNC(=O)c2ccc3nc(N4CCN(c5ccccn5)CC4)sc3c2)cc1 | 12 | 2
C=CCN1CCN(c2c(Cl)cccc2NS(=O)(=O)c2ccc(C)cc2)CC1 | -10 | 9
COc1cccc(CNC(=O)c2[nH]c3cc(-c4cn[nH]c4)ccc3c2CN2CCN(C)CC2)c1 | 2 | -12
COc1cc(NC(=O)c2ccc(-c3ccc(N4CCN(C)CC4)cc3)s2)cc(OC)c1OC | -3 | 31
Cc1cc2c(cc1[N+](=O)[O-])NC(CNC(C)C)CC2 (stereo unspecified) | nt | -4
COc1cccc(C(=O)Nc2nc(-c3cc4cccc(OC)c4o3)cs2)c1OC | nt | -8
COc1cc2nc(Nc3ccc(C(F)(F)F)cc3)nc(N)c2cc1OC | -3 | -19
CCN(CC)C(=O)C1CCCN(c2ccc(-n3cc(CC(=O)Nc4ccc(N5CCOCC5)cc4)c4ccccc43)nn2)C1 (stereo unspecified) | -12 | 15
Cn1c(Nc2nc(Nc3ccc4c(c3)OCO4)c3[nH]cnc3n2)nc2ccccc21 | 6 | 17
COc1ccc2c(c1)CC(C(=O)Nc1ccc(-c3cn[nH]c3C)cc1O)CO2 (stereo unspecified) | -6 | -1
CCOc1ccc(S(=O)(=O)O)c2cccnc12 | nt | -8
O=C(NCCO)c1cc(N2CCN(Cc3ccc4c(c3)OCO4)CC2)nc2ccccc12 | -7 | 1
COc1cc(Nc2ccc(-n3cc(CC(=O)NCc4ccccc4)c4ccccc43)nn2)cc(OC)c1OC | 24 | -5
Nc1nc(NCCc2ccc(O)cc2)cc(NCCN2CCOCC2)n1 | -10 | 1
COc1ccc(C(N)C(=O)N2CCC(C(=O)Nc3ccc4[nH]ncc4c3)C2)cc1 (stereo unspecified) | -4 | 7
Nc1nonc1-c1nc2ccccc2n1CC(=O)N/N=C/c1ccc([N+](=O)[O-])cc1 | nt | 0
Cc1cnc(NC2CCC(O)CC2)nc1NCCN(C(C)C)C(C)C (stereo unspecified) | 7 | -33
O=C(NC1CC1)c1ccc(-c2nc(NCc3nc4ccccc4[nH]3)c3ncn(C4CCCCC4)c3n2)cc1 | -16 | 1
CNC(=O)c1cc(N2CCOCC2)ccc1Nc1cc(Nc2ccc3c(c2)CC(=O)N3)ncc1C(F)(F)F | 0 | 82*
CC[N+](C)(C)c1cccc(O)c1 | nt | -14
O=C(NCc1cccnc1)c1cccc(-c2ccccc2)n1 | -9 | -18
Cc1cnc(-c2ccc(N3CCOCC3)nc2)nc1NCc1cccc(C(F)(F)F)c1 | 1 | -24
CCCNc1nc(OC)nc(-c2cccc(C(C)=O)c2)n1 | -1 | 8
CCCCOc1ccc(C(=O)NNC(=S)NC(C)=O)cc1 | nt | -13
O=C(c1cccc(-n2ncc3cc(Nc4ccccc4Cl)ccc32)c1)N1CCCC(O)C1 (stereo unspecified) | -3 | -18
CCN1CCN(CCNC(=O)c2cccc(-n3ncc4cc(Nc5c(Cl)cccc5Cl)ccc43)c2)CC1 | 2 | -37
Cc1nc2cc(NC(=O)CCl)ccc2n1C | nt | 3
CC(C)(C)OC(=O)NC(c1ccc(Nc2nccc(-c3ccccc3)n2)cc1)C(F)(F)F (stereo unspecified) | -3 | -4
Nc1nccc(-c2ccc3nc(C4COc5ccc(CC(=O)NCc6cccnc6)cc5C4)[nH]c3c2)n1 (stereo unspecified) | 7 | 9
CCN(CC)C(=O)C1CCCN(c2nc(N)c3ncn(C4CCCCC4)c3n2)C1 (stereo unspecified) | -13 | 3
O=C(NCCc1ccc(O)cc1)c1ccc2nc(N3CCN(c4ccccn4)CC3)sc2c1 | -2 | 11

17 structures already listed, sorted by length of the SMILES, smallest number first:
Compound | ASK1 primary | ULK1 primary
Cc1nc2cc(NC(=O)CCl)ccc2n1C | nt | 3
O=C(NCc1cccnc1)c1cccc(-c2ccccc2)n1 | -9 | -18
CCCNc1nc(OC)nc(-c2cccc(C(C)=O)c2)n1 | -1 | 8
Cc1cc2c(cc1[N+](=O)[O-])NC(CNC(C)C)CC2 (stereo unspecified) | nt | -4
Cc1cnc(NC2CCC(O)CC2)nc1NCCN(C(C)C)C(C)C (stereo unspecified) | 7 | -33
COc1cccc(C(=O)Nc2nc(-c3cc4cccc(OC)c4o3)cs2)c1OC | nt | -8
CCN(CC)C(=O)C1CCCN(c2nc(N)c3ncn(C4CCCCC4)c3n2)C1 (stereo unspecified) | -13 | 3
COc1ccc2c(c1)CC(C(=O)Nc1ccc(-c3cn[nH]c3C)cc1O)CO2 (stereo unspecified) | -6 | -1
Cn1c(Nc2nc(Nc3ccc4c(c3)OCO4)c3[nH]cnc3n2)nc2ccccc21 | 6 | 17
O=C(c1cccc(-n2ncc3cc(Nc4ccccc4Cl)ccc32)c1)N1CCCC(O)C1 (stereo unspecified) | -3 | -18
COc1cc(NC(=O)c2ccc(-c3ccc(N4CCN(C)CC4)cc3)s2)cc(OC)c1OC | -3 | 31
Nc1nonc1-c1nc2ccccc2n1CC(=O)N/N=C/c1ccc([N+](=O)[O-])cc1 | nt | 0
COc1cccc(CNC(=O)c2[nH]c3cc(-c4cn[nH]c4)ccc3c2CN2CCN(C)CC2)c1 | 2 | -12
CCN1CCN(CCNC(=O)c2cccc(-n3ncc4cc(Nc5c(Cl)cccc5Cl)ccc43)c2)CC1 | 2 | -37
Nc1nccc(-c2ccc3nc(C4COc5ccc(CC(=O)NCc6cccnc6)cc5C4)[nH]c3c2)n1 (stereo unspecified) | 7 | 9
CNC(=O)c1cc(N2CCOCC2)ccc1Nc1cc(Nc2ccc3c(c2)CC(=O)N3)ncc1C(F)(F)F | 0 | 82*
O=C(NC1CC1)c1ccc(-c2nc(NCc3nc4ccccc4[nH]3)c3ncn(C4CCCCC4)c3n2)cc1 | -16 | 1

The listing picks up, repeating the two entries before the break.
Compound | ASK1 primary | ULK1 primary
CCN(CC)C(=O)C1CCCN(c2nc(N)c3ncn(C4CCCCC4)c3n2)C1 (stereo unspecified) | -13 | 3
O=C(NCCc1ccc(O)cc1)c1ccc2nc(N3CCN(c4ccccn4)CC3)sc2c1 | -2 | 11
N#Cc1cccc(Nc2ccc3c(cnn3-c3cc(C(=O)NCCN4CCOCC4)ccn3)c2)c1 | -6 | -17
CCOC(=O)c1cnc2c(Cl)cccc2c1N | nt | 3
CC(=O)NC(CC(C)C)C(=O)O (stereo unspecified) | nt | 4
c1ccc(CNc2nc(N3CCc4ccccc4C3)nc3c2ncn3-c2ccsc2)cc1 | 6 | -1
NC(=O)c1cnc(NCc2cccnc2)s1 | 6 | 5
CN1CCN(C(=O)c2ccc(-c3nc(Nc4ccc(N5CCOCC5)cc4)c4ncn(-c5ccsc5)c4n3)cc2)CC1 | 15 | -5
O=C(NCc1ccccc1)c1csc(Nc2ccc3ncccc3c2)n1 | -1 | -9
O=C(Cn1cnc([N+](=O)[O-])c1)Nc1cc(Oc2ccccc2)cc([N+](=O)[O-])c1 | nt | -59
COc1cc(Nc2ccnc(-c3ccc(C(=O)N4CCN(C)CC4)cc3)n2)cc(OC)c1OC | -12 | 0
O=C(NCCCN1CCCC1=O)c1cccc(Nc2ccc(-n3ccnc3)cc2)n1 | 6 | -2
O[C@@H](CNc1nccc(Nc2ccncn2)n1)c1ccccc1 | 5 | 14
O=C(NCc1cccc(C(F)(F)F)c1)c1cnc(Nc2cnccn2)s1 | 1 | 3
COc1cc2nc(-c3ccc(C(=O)NC4CC4)cc3)nc(Nc3ccc(NC(C)=O)cc3)c2cc1OC | -4 | -8
CC(=O)c1cccc(-c2nc(NCc3ccccc3)c3ncn(C(C)C)c3n2)c1 | 0 | 0
O=C(Nc1ccc(N2CCOCC2)cc1)c1cncc(-c2cccs2)c1 | 16 | 6
O=C(Cc1cn(-c2ccc(Cl)nn2)c2ccccc12)NC1CC1 | -7 | 12
O=C(NC1CCN(Cc2ccccc2)CC1)c1ccnc(N2CCN(c3ccccn3)CC2)c1 | -12 | 4
O=C(NCc1cccc(C(F)(F)F)c1)c1ccc2nc(-c3csc4ccccc34)sc2c1 | 11 | -3
CC(=O)c1cccc(-c2cc(C(=O)NCc3cccnc3)ccn2)c1 | -13 | -13
O=C1CCCN1CCn1cnc2c(NCCOc3ccccc3)nc(Nc3ccncn3)nc21 | 6 | 11
Oc1cccc(-n2ncc3ccc(-c4nn[nH]n4)cc32)c1 | -9 | 4
N#C/C(=C\c1ccc([N+](=O)[O-])cc1)C(=O)Nc1ccc(S(N)(=O)=O)cc1 | nt | 2
NS(=O)(=O)c1ccc(Nc2nccc(-c3cccc(Oc4ccccc4)c3)n2)cc1 | 12 | -8
O=C(NC1CCN(Cc2ccccc2)CC1)c1cc(NCc2ccc3c(c2)OCO3)nc2ccccc12 | -20 | -15
O=C(NCCc1ccc(O)cc1)c1cccc(-c2ccc(N3CCOCC3)nc2)n1 | 5 | -14
Cc1cc(NC2CC2)nc(Nc2ccccc2)n1 | -2 | -9
FC(F)(F)c1cccc(CNc2nc(-c3ccccc3)nc3c2ncn3-c2ccsc2)c1 | -25 | -18
COc1ccc(CCNc2nc(Nc3ccncn3)nc3c2ncn3C(C)C)cc1 | 16 | 5
CCOc1ccc(NC(=O)CN(c2cccc(Cl)c2)S(C)(=O)=O)cc1 | nt | -18
O=c1[nH]c(C2COc3ccccc3O2)nc2ccncc12 (stereo unspecified) | 5 | 22
CC(=O)OCC1=C(C(=O)O)N2C(=O)[C@@H](NC(=O)CSc3ccncc3)[C@H]2SC1 | nt | 7
Cc1cc(NCCCN2CCCC2=O)nc(N2CCN(c3ccccn3)CC2)n1 | 5 | -16
COc1ccc(CCNC(=O)Cc2cn(-c3ccc(Nc4ccc(N5CCOCC5)cc4)nn3)c3ccccc23)cc1 | 24 | 25
COc1ccc(CNc2ccnc(Nc3ccc(OC)cc3)n2)cc1 | -14 | -6
COc1nc(NCc2nc3ccccc3[nH]2)nc(-c2ccc(C(=O)N3CCN(C)CC3)cc2)n1 | -3 | -4
FC(F)(F)c1cnc(Nc2ccc(N3CCOCC3)cc2)cc1-n1ncc2ccccc21 | -1 | 3
Cc1cnc(-c2c(C)noc2C)nc1NCc1nc2ccccc2[nH]1 | -7 | 23
CCCNc1nc(-c2ccccc2)nc2c1ncn2C1CCCCC1 | -1 | 5
COc1c(C(=O)NCCCN2CCOCC2)cccc1-n1ncc2cc(Nc3c(Cl)cccc3Cl)ccc21 | -4 | -10
CCN(CC)C(=O)C1CCCN(c2cccc(C(=O)NCCc3ccc(OC)cc3)n2)C1 (stereo unspecified) | -7 | -17
CC(C)n1cnc2c(NCCCN3CCCC3=O)nc(-c3cccc(N)c3)nc21 | 3 | 6
O=C(NCc1cccc(C(F)(F)F)c1)c1ccc(-c2ccccc2)s1 | -7 | -18

High-throughput results from PubChem.
